# Compound activity: PubChem BioAssay, Broad Institute
# S100A4 inh HTS – inhibitors of S100A4-myosin IIA peptide binding, primary screen, biochemical, fluorescence polarization, TAMRA-MyoIIA peptide; Protein S100-A4 (Homo sapiens), P26447; inhibition, % at 10.7 µM; 360,000 compounds, 0.14% hits; AID 652163, 2013;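 active = mean inhibition of at least 70% across replicates, with every replicate also reaching that level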
# Target sequence (P26447 whole entry, looked up): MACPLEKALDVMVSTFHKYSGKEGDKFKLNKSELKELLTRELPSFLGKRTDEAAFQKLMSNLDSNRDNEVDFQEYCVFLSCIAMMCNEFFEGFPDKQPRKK
#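 Material: S100A4 monomer protein / Buffer or medium: 50 mM HEPES pH 7.2, 10 mM CaCl2, 100 mM KCl / Times: 5 min incubation before reading / Benchmarks: neutral control DMSO, positive control TFP / Reagent: labelled myosin peptide probe, 5 nM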
# SIRT5 inh – SIRT5 desuccinylase inhibitors, primary screen, biochemical, fluorescence imaging, single point, set 5; Purified SirT5, succinyl-peptide AMC, trypsin-coupled fluorescence; inhibition, % at 15 µM; 330,000 compounds, 1.1% hits; AID 652115, 2013; in the data active = inhibition above about 15%
# Target sequence (Q9NXA8 whole entry, looked up): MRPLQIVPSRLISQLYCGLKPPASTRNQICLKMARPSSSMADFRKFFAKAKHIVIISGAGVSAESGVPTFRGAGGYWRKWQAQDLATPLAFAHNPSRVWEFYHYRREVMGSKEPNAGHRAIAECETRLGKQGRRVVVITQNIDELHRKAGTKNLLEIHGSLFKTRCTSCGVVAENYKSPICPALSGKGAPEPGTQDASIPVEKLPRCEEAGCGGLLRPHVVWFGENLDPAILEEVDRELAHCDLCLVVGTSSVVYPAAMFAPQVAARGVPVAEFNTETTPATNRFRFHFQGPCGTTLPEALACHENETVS
# C2C12 statin – suppressors of statin myotoxicity in C2C12 myotubes, primary screen, cell-based, single point, plate reader. 330,000 compounds, 0.78% hits. rescue of ATP level, % at 7.49 µM. C2C12 myotubes + simvastatin, ATP luminescence, 48 h; scaled: DMSO 0, geranylgeraniol control 100;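 active = mean ATP rescue above about 67%, or every replicate alone reaching that limit, limit read from the data, passing the limit was not always enough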;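 also: myotubes were challenged with 10 µM simvastatin during compound exposure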
# Casp6 inh – human caspase-6 inhibitors, primary screen, biochemical, VEID-R110 fluorescence, single point, set 2; purified caspase-6, Z-VEID-R110 cleavage fluorescence; inhibition, % at 12.5 µM; 350,000 compounds, 0.53% hits; AID 686996, 2013;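 active = mean inhibition across replicates at least about 35%, with every replicate also reaching that limit, limit read from the data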;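 also: 0% = median of neutral control wells and 100% = no fluorescence left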
# Target sequence (P55212 24-179 limits assumed): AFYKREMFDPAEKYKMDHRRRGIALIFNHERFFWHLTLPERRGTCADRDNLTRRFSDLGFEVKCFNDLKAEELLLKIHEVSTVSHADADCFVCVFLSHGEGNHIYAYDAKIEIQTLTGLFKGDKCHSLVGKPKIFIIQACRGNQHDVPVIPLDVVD
# Target sequence (P55212 194-293 limits assumed): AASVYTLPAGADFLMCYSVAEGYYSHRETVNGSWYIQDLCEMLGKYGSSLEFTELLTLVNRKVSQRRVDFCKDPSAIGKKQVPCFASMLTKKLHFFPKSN
# esBAF inh – Bmi1 luciferase reporter increase in mESCs, primary screen, esBAF inhibitor project, mouse ES cells, Bmi1 luciferase knock-in, single point; reporter increase, % at 12.5 µM; AID 602393, 2012; 24 h; 100% = twice the neutral-well signal; 350,000 compounds, 2% hits; in the data active = activation above about 40%;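 also: 0% = median of the plate's neutral control wells and 100% = double that signal; a rise in the Bmi1 reporter signal indicates esBAF inhibition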
# FN deposit inh – inhibitors of fibronectin matrix deposition, primary screen, AH1F cells, Alexa488-fibronectin fluorescence, plate reader | AH1F fibroblasts, overnight | inhibition, % at 12.6 µM | 350,000 compounds, 0.086% hits | AID 743247, 2014;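 active = mean inhibition across replicates of 30% or more, regardless of how many single replicates reach that level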;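 also: positive control wells lacked labelled fibronectin entirely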
#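 Measured by – fluorescence 485/525 nm · System – AH1F fibroblast monolayer, labelled fibronectin deposition · Amount – 10000 cells per well · Buffer or medium – serum-reduced DMEM (2% serum) · Doses – single dose, pinned · Also added – fluorescent fibronectin at 24 nM final · Schedule – 1 h cell attachment, overnight exposure to compound and label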
# LGR2 antag – inhibitors of bursicon-induced LGR2 CRE-luciferase signal, primary screen, cell-based, HEK293, CRE-luciferase reporter, bursicon stimulation; inhibition, % at 9.99 µM; AID 720647, 2013; bursicon-stimulated, 4 h; 380,000 compounds, 0.35% hits; Drosophila bursicon receptor LGR2 (rickets);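 active = drop in luminescence signal, shown as inhibition above about 50% in the replicate tests, limit read from the data, passing the limit was not always enough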;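 also: agonist challenge used bursicon conditioned medium at about half maximal strength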
# * marks the source's active call; other numbers are inactive results; . = not tested or not shown; & = joins results of further samples. An excerpt; rates above refer to the full screens.
molecule	S100A4 inh HTS	SIRT5 inh	C2C12 statin	Casp6 inh	esBAF inh	FN deposit inh	LGR2 antag
Cc1ccc([N+](=O)[O-])c(OCC(O)CNC(C)(C)C)c1 (configuration not stated)	3	.	.	0	.	1	-1
CCOC(=O)[C@H]1[C@H]2COc3ccc(C)cc3[C@@H]2N2C(=O)c3cc(F)ccc3NC(=O)[C@@]12C	1	.	27	7	-5	0	10
O=C(c1cccs1)N1C[C@H](n2cc(C3CC3)nn2)[C@@H](O)C[C@@H]1c1ccccc1	6	2	-3	4	-4	-5	-28
O=c1c2cc([N+](=O)[O-])cc([N+](=O)[O-])c2[nH]n1-c1ccccc1	-4	11	-2	18	-18	-6	.
CCN(CC(=O)NCc1cccs1)S(=O)(=O)c1cccc(C(C)=O)c1	.	.	-5	.	6	1	.
CCOC(CNC(=O)C(=O)Nc1cc2c3c(c1)CCC(=O)N3CCC2)OCC	18	-3	8	0	-6	-8	6
OC[C@@H]1[C@H](c2ccc(-c3ccc(F)cc3)cc2)[C@@H]2CN(Cc3ccncc3)CCCCN12	0	3	0	5	0	.	-4
CC1(C)CC(=O)C=C(c2ccccc2-c2ccc3c(c2)OCO3)C1=O	-1	-3	.	0	.	2	-2
CC(=O)N(Cc1cccc(Br)c1)c1ccc(N2CCOCC2)c(Cl)c1	4	3	6	2	-2	-7	0
CSc1ccc(CN(C)CC(=O)Nc2c(F)cccc2F)cc1	1	-4	3	7	10	-12	12
CCCCn1c(SCC(=O)Nc2nnc(CC)s2)nc2c1c(=O)n(C)c(=O)n2C	.	.	-9	.	13	.	14
CCCCN(C(=O)C1=NN(c2ccccc2)C(=O)CC1)c1c(N)n(CCC)c(=O)[nH]c1=O	0	-1	0	2	-7	0	2
CC(C)C(=O)Nc1nc2c(c(=O)[nH]1)CCCC2	3	-2	.	1	.	-8	-22
CCCC(=O)Nc1ccc2c(c1)C(=O)N(C)C[C@@H](OC)[C@H](C)CN(CCC(F)(F)F)[C@@H](C)CO2	.	.	-8	.	-4	1	0
CCCC(=O)N1N=C(c2ccccc2)CC1c1cn(C)c2ccccc12 (configuration not stated)	.	.	-2	.	6	1	20
C[C@@H]1CN([C@@H](C)CO)C(=O)c2ccccc2-c2ccccc2CO[C@@H]1CN(C)Cc1ccc(Cl)c(Cl)c1	-4	-2	.	4	.	-1&-3	2
COC(=O)C1=C(C)NC2=C(C(=O)CCC2)C1c1ccc(-c2ccsc2C(=O)OC)o1 (configuration not stated)	6	-6	.	9	.	-7	4
COc1ccc(CCN2CC(C(=O)NCCc3cccc(F)c3)CCC2=O)cc1 (configuration not stated)	3	2	14	0	5	0	-4
CC(C)C#Cc1cnc2c(c1)C(=O)N([C@H](C)CO)C[C@H](C)[C@@H](CN(C)C(=O)c1ccccc1F)O2	16	-4	2	-2	1	-11	1
COc1ccc(CNC(=O)c2nnn(CC(=O)Nc3cc(C)cc(C)c3)c2N)cc1	-9	-4	9	-1	5	-1	26
COc1ccc(CC(=O)NNC(=O)c2ccccc2)cc1OC	1	-2	6	0	-4	7	6
COc1ccc(CNC(=O)N(C)C[C@H]2OCc3ccccc3-c3c(n(C)c4ccccc34)C(=O)N([C@H](C)CO)C[C@@H]2C)cc1	-8	3	18	1	-3	-19	-9
Cc1ccsc1C(=O)N1CCC1(C)C(=O)NCc1cccnc1 (configuration not stated)	2	1	2	-4	4	-3	-6
Cc1noc(C)c1S(=O)(=O)Nc1ccc2c(c1)C(=O)N([C@H](C)CO)C[C@@H](C)[C@@H](CN(C)Cc1ccc(C(=O)Nc3ccccc3N)cc1)O2	-5	.	2	0	-26	-17	-8
C#CCOCCOCCOCCNc1nc(N2CCOCC2)nc(N2CCN(C(=O)[C@H](CO)n3cc([C@@H](N)C(C)C)nn3)CC2)n1	-5	.	-7	-25	0	7	6
Cc1ccc(S(=O)(=O)Nc2ccc3c(c2)C(=O)N([C@H](C)CO)C[C@@H](C)[C@H](CN(C)Cc2ccc(C(=O)Nc4ccccc4N)cc2)O3)cc1	3	4	.	-2	.	.	-20
CC(C)C(=O)Nc1cccc(C(=O)Nc2cc([N+](=O)[O-])ccc2Cl)c1	0	1	.	-2	.	-5	-15
O=C(COc1cccc(Cl)c1Cl)NC1CC1	-11	2	-4	-8	10	5	-14
CC(C)[C@@H]1COCn2nncc2CCCC(=O)N1	-3	-1	.	3	.	-10	16
COCCN(C(=O)CC1C(=O)NCCN1CC(c1ccccc1)c1ccccc1)C(C)C (configuration not stated)	-3	-1	.	-3	.	.	2
CCOc1ccc(N2C(=O)CC(N3CCN(C(=O)CN4CCCC4)CC3)C2=O)cc1 (configuration not stated)	-2	-2	1	1	-5	.	15
Cc1nnsc1C(=O)NNC(=O)c1cccc2ccccc12	-3	1	2	-2	-4	-5	12
O=c1ccc(-c2ccc(S(=O)(=O)N3CCCCC3)o2)n[nH]1	-2	-2	-2	-6	-4	-18	0
N#Cc1nc(Cc2ccccc2)oc1NCc1ccccc1	.	.	-5	.	17	5	.
O=C(C1CC1)N1CCc2cc(S(=O)(=O)NCCCN3CCCCC3)ccc21	-12	-4	8	-7	2	-21	25
C=CCOc1ccccc1/C=c1\sc2nc(=O)c(C)nn2c1=O	1	1	-11	27	-9	.	.
C[C@H](CO)N1C[C@H](C)[C@H](CN(C)S(=O)(=O)c2ccccc2)Oc2c(NC(=O)C3CCOCC3)cccc2C1=O	6	10	0	1	-1	.	6
C[C@@H]1CN([C@@H](C)CO)C(=O)Cc2cc(NC(=O)C3CC3)ccc2O[C@H]1CN(C)C(=O)NC1CCCCC1	-8	5	5	-2	2	.	2
O=C(c1ccccn1)N1C[C@@H]2[C@H](c3ccccc31)[C@@H](CO)N2C(=O)C1CCOCC1	9	-4	12	3	2	.	-35
CCOC(=O)c1oc2nc(CC(C)C)c3c(c2c1N)CCC3	13	-4	-29	2	-4	.	.
CCC(=O)N1CCC2(CC1)CN(Cc1ccccc1Cl)[C@@H](CO)c1c2c2ccc(OC)cc2n1C	1	3	.	2	.	.	0
COc1cccc(CC2(CO)CCCN(Cc3cnn(-c4ccccc4)c3)C2)c1 (configuration not stated)	-4	0	.	1	.	-4	7
COc1cc(C2NC(=O)NC(C)=C2C(=O)OCc2ccc(C)cc2)cc(OC)c1OC (configuration not stated)	4	-5	29	-2	4	0	20
COC(=O)c1ccc(CSC(=N)N)o1	3	-2	5	-4	9	4	-5
C[C@H]1CN([C@@H](C)CO)S(=O)(=O)c2ccc(C3=CCCC3)cc2O[C@@H]1CN(C)S(=O)(=O)c1cn(C)cn1	-6	-4	20	3	4	-18	23
COc1ccc(CCC(=O)O)c(O)c1	3	.	-5	15	-8	.	-4
O=C(CC[C@H]1O[C@@H](n2ccc(=O)[nH]c2=O)[C@H](O)[C@@H]1O)N[C@@H](Cc1ccccc1)C(=O)NCC1CCCCC1	-3	-6	2	1	-11	0	6
O=C(C1CCC(CNS(=O)(=O)c2cccc3nsnc23)CC1)N1CCN(c2ccccn2)CC1 (configuration not stated)	2	4	.	-1	.	13	11
O=C(Cc1ccccc1)Nc1ccc(C(=O)Nc2ccc(O)cc2)cc1	-1	0	.	-2	.	-8	4
COc1cccc(CN2CCC2(C)C(=O)Nc2ccc3c(c2)CCN3C(C)=O)c1F (configuration not stated)	2	2	-9	0	0	4	-23
CCc1cccc(C)c1NC(=O)COC(=O)C(NS(=O)(=O)c1ccc(Cl)cc1)C(C)O (configuration not stated)	50	0	.	0	.	1	-6
C[C@@H]1CCCCO[C@@H](CN(C)S(=O)(=O)c2cn(C)cn2)[C@H](C)CN([C@@H](C)CO)C(=O)c2cc(NC(=O)Nc3cccc4ccccc34)ccc2O1	-25	4	.	1	0	6	10
Cc1ccc(OCc2cc(C(=O)N(C)CC3CCOCC3)no2)cc1C	-5	-1	2	4	69*	.	-23
C[C@@H]1CN([C@@H](C)CO)S(=O)(=O)c2ccc(C#Cc3ccccc3F)cc2O[C@@H]1CN(C)C(=O)Cc1ccccc1	0	2	21	0	6	.	17
CCCNC(=O)N1CC(=O)N2[C@@H](CO)[C@H](c3ccc(C#CCC4CCCC4)cc3)[C@@H]2C1	4	4	.	4	.	-5	12
C[C@@H]1CN([C@@H](C)CO)C(=O)c2cc(NS(=O)(=O)c3ccc(F)cc3)ccc2O[C@@H](C)CCCCO[C@@H]1CN(C)C(=O)Nc1ccc2c(c1)OCO2	2	4	.	1	.	8	-9

# (next part)
molecule	S100A4 inh HTS	SIRT5 inh	C2C12 statin	Casp6 inh	esBAF inh	FN deposit inh	LGR2 antag
Cc1nnc(NC(=O)CSc2nnc(CCNC(=O)c3ccccc3F)n2C)s1	-8	-14	-12	-1	2	-6	5
Cc1ccc(C)c(N2CCN(CCCNC(=O)Cn3cccc3C(=O)c3ccccc3)CC2)c1	-2	1	-23	-2	-12	0	23
O=C(CN1CCCCC1CO)c1ccc(OC(F)F)cc1 (configuration not stated)	2	-4	.	3	.	.	18
O=C(O)c1ccc2c(c1)SC1=NS(=O)(=O)CCN12	-1	0	-1	3	0	-15	6
COc1cccc(CNC(=O)CCn2c(=O)c3cccn3c3cccnc32)c1	0	-5	2	0	-3	-4	2
COc1ccc(NC(=O)Nc2ccc3c(c2)CC(=O)N([C@@H](C)CO)C[C@H](C)[C@H](CN(C)S(=O)(=O)c2ccc(Cl)cc2)O3)cc1	-12	-1	-142	3	4	2	6
NC(CCc1ccccc1)c1csc(NC(=O)Nc2cccc(C(F)(F)F)c2)n1 (configuration not stated)	-1	.	-8	-7	-7	-2	13
O=C(NCCCN1CCOCC1)c1onc(CSc2ccc(F)c(F)c2)c1C(=O)NCCCN1CCOCC1	.	.	7	.	-4	-4	-15

# Molecules listed so far with a furan ring, fused or not (4):
molecule	S100A4 inh HTS	SIRT5 inh	C2C12 statin	Casp6 inh	esBAF inh	FN deposit inh	LGR2 antag
COC(=O)C1=C(C)NC2=C(C(=O)CCC2)C1c1ccc(-c2ccsc2C(=O)OC)o1 (configuration not stated)	6	-6	.	9	.	-7	4
O=c1ccc(-c2ccc(S(=O)(=O)N3CCCCC3)o2)n[nH]1	-2	-2	-2	-6	-4	-18	0
CCOC(=O)c1oc2nc(CC(C)C)c3c(c2c1N)CCC3	13	-4	-29	2	-4	.	.
COC(=O)c1ccc(CSC(=N)N)o1	3	-2	5	-4	9	4	-5

# (list continues)
molecule	S100A4 inh HTS	SIRT5 inh	C2C12 statin	Casp6 inh	esBAF inh	FN deposit inh	LGR2 antag
O=C(OCc1nnc(-c2ccccc2)o1)c1cccnc1Cl	7	-3	3	1	8	0	-18
CCN(CCN(C)C)C(=O)c1ccc2nc(C)c(N(C)C(=O)CCc3ccccc3)n2c1	-1	.	6	3	-5	-4	-5
CCCNC(=S)NNC(=O)c1cc(-c2cccnc2)nc2ccccc12	-1	2	2	0	-9	.	-3
CC1CN(C(=O)COC(=O)[C@@H](NC(=O)c2ccccc2Cl)C(C)C)CC(C)O1 (some centres not stated)	2	-1	-1	-3	12	-3	15
CCOC(=O)C1CCN(C(=O)c2cccc(C(=O)N3CCC(C(=O)OCC)CC3)c2)CC1	-3	1	14	4	-13	.	1
